Screening results (PubChem)
NS5 inhibitors: Dengue-2 NS5 methyltransferase inhibitors, primary screen, biochemical, confirmation dose response (AID 588689). 340,000 compounds, 0.3% hits. inhibition, % at 25 µM, or IC50 in µM where a hit was titrated. Dengue-2 NS5 methyltransferase capping enzyme assay, biochemical; higher % means a stronger effect; in the data active = a potency from the dose series; inconclusive = inhibition above about 29% without an active follow-up result
K1F lysis inhibition: protection from phage-mediated lysis, alamar blue read-out – E. coli UTI89, K1F phage, bacterial capsule biogenesis inhibitors (AID 488966); E. coli UTI89 K1F phage lysis, alamar blue, 2 h; higher % means a stronger effect; inhibition, % at 100 µM; hits with a dose series show IC50 in µM; 340,000 compounds, 0.02% hits;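 active = phage lysis inhibition, versus mean bacterial control, above a set limit; inconclusive = no clear call, values can overlap the other calls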;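 also: capsule biogenesis inhibitors block K1F phage lysis so surviving cells raise fluorescence; higher fluorescence means more inhibition of phage lysis; actives were called in the ten point dose series up to 300 µM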
NTR1 agonist: agonists of NTR1, primary screen, imaging, U2OS cells, beta-arrestin-GFP, high content (AID 493036) | P30989 | NTR1-U2OS beta-arrestin-GFP spot imaging, agonist mode | activation, % at 20 µM | 330,000 compounds, 0.17% hits;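 active = activation at or above 40% of the spot to cytoplasm intensity ratio, with at least 20 cells analyzed; inconclusive = wells under 20 cells, flagged as cytotoxic or low count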;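 also: 0% = DMSO without peptide and 100% = 100 nM NTR1 peptide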
Target sequence (P30989 whole entry, looked up): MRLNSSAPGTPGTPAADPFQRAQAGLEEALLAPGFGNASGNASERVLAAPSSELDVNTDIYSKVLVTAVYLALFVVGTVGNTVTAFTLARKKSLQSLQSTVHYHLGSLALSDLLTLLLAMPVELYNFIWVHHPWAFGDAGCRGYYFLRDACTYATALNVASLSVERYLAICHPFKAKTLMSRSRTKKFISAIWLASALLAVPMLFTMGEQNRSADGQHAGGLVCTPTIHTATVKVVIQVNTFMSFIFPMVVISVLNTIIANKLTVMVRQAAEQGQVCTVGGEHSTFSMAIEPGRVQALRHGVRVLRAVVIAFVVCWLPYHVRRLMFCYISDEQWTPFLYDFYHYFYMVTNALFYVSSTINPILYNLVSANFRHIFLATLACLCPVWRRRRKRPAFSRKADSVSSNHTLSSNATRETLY
NTR1 agonist cell count 20 µM: recorded beside NTR1 agonist, whose call it bears; cell count; measured here: cell count, cytotoxicity flag
NS5 inhibitors pilot replicate: second read-out of NS5 inhibitors, no call of its own (marks repeat the call); inhibition, %; measured here: pilot screen replicate inhibition
* hit, by the source's call; ? = inconclusive; [ ] = dose if it differs, or a comment. Some of the compounds tested; count on the stated rates, not on these rows.

SMILES	NS5 inhibitors	K1F lysis inhibition	NTR1 agonist	NTR1 agonist cell count 20 µM	others
CN(C(=O)CSc1nc2ccccc2c(=O)n1-c1ccc(F)cc1F)C1CCS(=O)(=O)C1 (configuration not stated)	2%	0.1%	3.4	58
CCOc1ccc(C(C)NC(=O)CN2C(=O)NC3(CCCCC3)C2=O)cc1OCC (configuration not stated)	-3%	1.4%[50 µM]	3.5	67
COc1ccccc1OCCNC(=O)c1ccc2c(c1)OCCO2	-4%	-0.6%	0.3	59
CCCCNc1ccc2oc(-c3ccc(OC)cc3)c(-c3ccc(OC)c(F)c3)c2c1	-2%	4.3%	1.7	61
CCOc1ccccc1C(=O)NC(C(=O)NCCc1ccccn1)C(C)C (configuration not stated)	4%	7.2%	4.5	54
CCN(CC)C(CNC(=O)CSc1nnnn1-c1ccc(C)c(C)c1)c1ccco1 (configuration not stated)	1%	0.8%[50 µM]	4.7	75
Cc1noc(C)c1COc1ccc(C(=O)OCC(=O)Nc2ccc(S(N)(=O)=O)cc2)cc1	-4%	0.1%[50 µM]	1.6	77
Cc1ccc(C2(c3ccccc3)NC(=O)N(CC(=O)N3CC(=O)Nc4ccccc43)C2=O)cc1C (configuration not stated)	-6%	-0.3%[50 µM]	5.0	56
CN(C(=O)c1ccc(NC(=O)Cc2cccc([N+](=O)[O-])c2)cc1)C1CCCC1	-4%	-1.7%	0.2	46
COc1ccccc1NC(=O)COC(=O)CCn1c(C)csc1=O	16%	0.6%[50 µM]	-0.1	70
Cc1csc(=O)n1CCC(=O)OCC(=O)Nc1ccc(F)c(F)c1F	-1%	1.0%[50 µM]	0.1	63
OC(CCN1CCCCC1)(c1ccccc1)C1C[C@@H]2C=C[C@H]1C2 (some centres not stated)	-4%	1.4%	1.5	42
Cc1nn(CC(=O)OCC(=O)NCCc2ccc(F)cc2)c(C)c1[N+](=O)[O-]	5%	1.0%[50 µM]	2.0	55
CSc1sc(C(=O)NN)c2c1C(O)CCC2 (configuration not stated)	-1%	0.3%	-1.1	102
Cc1ccc(S(C)(=O)=O)cc1C(=O)Nc1cccc(S(=O)(=O)N2CCCCCC2)c1	1%	-0.4%	1.5	54
CCOC(=O)c1c(C)[nH]c(C)c1C(=O)COC(=O)c1cccnc1Cl	4%	2.6%	-1.0	59
Cc1ccccc1Cn1nnc(C(=O)Nc2ccc3c(c2)OCCO3)c1N	-4%	0.8%[50 µM]	0.3	55
O=C(Cn1nnc(-c2ccccc2)n1)Nc1cccc(S(=O)(=O)N2CCCC2)c1	-2%	0.1%[50 µM]	3.3	55
COc1ccc(C(CNC(=O)C(=O)Nc2ccc3c(c2)OCCO3)N2CCN(C)CC2)cc1 (configuration not stated)	1%	1.1%[50 µM]	0.4	47
Cc1ccc(S(=O)(=O)CCC(=O)OCc2cc(=O)oc3cc(C)ccc23)cc1	-2%	0.5%[50 µM]	3.3	58
CC1CC(C)CN(C(=O)CN2C(=O)NC(C)(C)C2=O)C1 (configuration not stated)	-4%	1.2%[50 µM]	0.2	53
Cc1ccc(S(=O)(=O)N2CCOCC2)cc1NC(=O)Cn1nc(C)c([N+](=O)[O-])c1C	-3%	1.1%[50 µM]	-1.4	54
CCOc1ccccc1NC(=O)CSc1nnc(Cc2ccc(OC)cc2)c(=O)n1N	1%	0.1%	6.8	67
CCOc1ccc(S(=O)(=O)NCCC(=O)N2CC=C(c3ccccc3)CC2)cc1	15%	-0.3%[50 µM]	3.0	85
CCCCn1c(N)c(N(Cc2ccccc2OC)C(=O)CC2OC(=O)c3ccccc32)c(=O)[nH]c1=O (configuration not stated)	-2%	1.2%[50 µM]	-0.3	44
Following part:
SMILES	NS5 inhibitors	K1F lysis inhibition	NTR1 agonist	NTR1 agonist cell count 20 µM	others
O=C(Cn1ccc(NC(=O)OCc2ccccc2)nc1=O)NCCCn1ccnc1	-5%	1.7%	2.1	44
O=S(=O)(Nc1ccc(-c2ccc3nncn3n2)cc1)c1cccs1	-3%	1.2%[50 µM]	0.8	37
COc1ccc(NC(=O)CSC2=C(C#N)C(c3ccco3)C(C(=O)Nc3nc4ccccc4s3)=C(C)N2)cc1 (configuration not stated)	7%	0.1%	0.5	37
Cc1ccccc1OCC(=O)NCC(c1cccs1)N1CCOCC1 (configuration not stated)	10%	1.9%[50 µM]	1.0	58
Cc1ccc(C)c(OCCC(=O)OCC(=O)NC2CCCC2)c1	3%	0.5%[50 µM]	-0.1	59
CC1CCCN(C(=O)COC(=O)c2cc(-c3cccs3)nn2-c2ccccc2)C1 (configuration not stated)	1%	0.4%[50 µM]	1.6	63
O=S(=O)(NCc1ccccc1)c1ccccc1NCc1ccc(Cl)cc1	0%	0.0%	2.7	49	NS5 inhibitors pilot replicate=0.9
COC(=O)Cc1coc2cc(OC)ccc12	-8%	2.0%	0.1	48
COc1ccc(C(=O)NC(CCSC)C(=O)NC2CC2)cc1 (configuration not stated)	-8%	0.3%[50 µM]	-3.6	52
Cc1cc(C(=O)CN2C(=O)C(=O)N(CC(C)C)C2=O)c(C)n1C1CC1	1%	0.2%[50 µM]	0.1	50
COC(=O)c1ccc(CNC(=O)Cn2cnc3c(NCc4ccccc4)ncnc32)cc1	-6%	-0.2%	-0.7	60	NS5 inhibitors pilot replicate=1.8
COc1cccc(CNC(=O)COC(=O)c2c(C)nn(-c3ccccc3)c2Cl)c1	-11%	0.4%[50 µM]	1.9	58
COc1ccccc1CNC(=O)CN1c2cccc3cccc(c23)S1(=O)=O	-7%	0.3%[50 µM]	-1.6	77
CCOc1ccc(OCC(=O)NCc2n[nH]c(=O)c3ccccc23)cc1	-2%	1.1%[50 µM]	-0.5	61
COc1ccc(CC(=O)OCC(=O)NC2CCCCCC2)cc1OC	-2%	0.6%[50 µM]	-1.0	39
CS(=O)(=O)c1ccc([C@@H](O)[C@@H](CO)NC(=O)C(Cl)Cl)cc1	?	-13%	-1.2	65
CN(C)S(=O)(=O)c1ccc(Cl)c(NC(=O)CNC2(C)CCS(=O)(=O)C2)c1 (configuration not stated)	-4%	2.3%	5.0	53
CCOc1ccc(NC(=O)CN(C)C(=O)c2ccc(OCc3ccccc3)c(OC)c2)cc1OCC	-4%	-0.9%[50 µM]	0.2	53
O=S(=O)(NCCCc1ccccc1)c1ccc(Br)cc1	3%	-1.2%	2.1	55
O=C(CSc1nc2ccccc2c(=O)n1-c1ccccc1F)NC1CCS(=O)(=O)C1 (configuration not stated)	-6%	0.4%	-1.0	50
[O-][n+]1c2ccccc2c2n1CCCN=C2c1ccc(Cl)cc1	1%	0.7%	1.1	55
Cc1ccc(CNC(=O)CN(C)S(=O)(=O)c2ccc(F)cc2)cc1	-8%	-0.1%	4.6	46
CCOC(=O)C1Oc2ccccc2C(C(=O)OC)=C1C(=O)OC (configuration not stated)	-4%	0.2%	-0.8	32	NS5 inhibitors pilot replicate=-3.9
Cc1ccsc1C(=O)N(C)C1CCS(=O)(=O)C1 (configuration not stated)	-2%	0.1%[50 µM]	-0.1	55
Cc1ccc(Cl)c(OCC(=O)Nc2ccc(S(=O)(=O)NC3=NCCCCC3)cc2)c1	4%	-0.6%	0.1	88

Looked up one by one from the entries so far (four):
SMILES	NS5 inhibitors	K1F lysis inhibition	NTR1 agonist	NTR1 agonist cell count 20 µM	others
COc1ccccc1CNC(=O)CN1c2cccc3cccc(c23)S1(=O)=O	-7%	0.3%[50 µM]	-1.6	77
COc1ccc(NC(=O)CSC2=C(C#N)C(c3ccco3)C(C(=O)Nc3nc4ccccc4s3)=C(C)N2)cc1 (configuration not stated)	7%	0.1%	0.5	37
O=S(=O)(Nc1ccc(-c2ccc3nncn3n2)cc1)c1cccs1	-3%	1.2%[50 µM]	0.8	37
CS(=O)(=O)c1ccc([C@@H](O)[C@@H](CO)NC(=O)C(Cl)Cl)cc1	?	-13%	-1.2	65

Next structures follow.
SMILES	NS5 inhibitors	K1F lysis inhibition	NTR1 agonist	NTR1 agonist cell count 20 µM	others
CCOC(=O)C[C@H]1c2cc(F)ccc2S(=O)(=O)N1C1CCCC1	-8%	0.8%	-2.1	99
O=C(CCC(=O)Nc1ccccc1Cl)NNC(=O)COc1ccc([N+](=O)[O-])cc1	-8%	1.0%[50 µM]	-2.1	48
O=C(NCc1cccnc1)c1ccc(Br)o1	0%	1.6%[50 µM]	-0.8	52
O=C(NC1CCCCC1)c1ccc2c(c1)S(=O)(=O)c1ccccc1C2=O	-6%	0.5%	-0.1	73
Cc1ccc(NC(=O)CSc2nc3ccccc3c(=O)[nH]2)cc1[N+](=O)[O-]	4%	-2.7%	4.1	47
CN(C)S(=O)(=O)c1ccc(C(=O)NNC(=O)c2ccccc2-n2cccc2)cc1	-8%	0.7%[50 µM]	0.8	87
Cc1cc(F)ccc1NC(=O)C1CSC2(C)CCC(=O)N12 (configuration not stated)	7%	1.2%[50 µM]	5.0	48
CC(C)C(C)NC(=O)COn1nnc2ccc(S(=O)(=O)N3CCOCC3)cc21 (configuration not stated)	1%	1.1%[50 µM]	-2.1	68
O=C1CC(C(=O)N2CCN(S(=O)(=O)c3cccc(F)c3)CC2)CN1Cc1ccccc1Cl (configuration not stated)	9%	0.8%[50 µM]	-0.5	68
O=C1O[C@@H]([C@H](O)CO)C(O)=C1O	-5%	-4.3%	0.6	62
CCOc1ccc(OCCC(=O)OCC(=O)NCc2ccc(Cl)cc2)cc1	3%	0.6%[50 µM]	0.1	45
O=C(N[C@H]1C/C=C\C[C@H](CC(=O)N(CCO)Cc2ccccc2)C(=O)N[C@H](Cc2c[nH]c3ccccc23)COC1=O)OCC1c2ccccc2-c2ccccc21	3%	-0.5%	0.1	65
O=C(CNC(=O)c1ccccc1F)OCCCOC(=O)CNC(=O)c1ccccc1F	-4%	1.2%[50 µM]	0.5	73
COc1ccccc1C(=O)NCCC(=O)N1CC=C(c2ccccc2)CC1	-7%	1.6%[50 µM]	-0.4	63
COc1ccc(S(=O)(=O)N2CCOCC2)cc1NC(=O)COc1ccc2ccc(=O)oc2c1	2%	-4.3%	-0.9	62
Cc1cccc(-c2ccc3ncnc(NCc4cccs4)c3c2)c1	-4%	0.1%	1.7	59
COc1ccc(CCn2c(C)cc(C(=O)COC(=O)c3cnc(C)cn3)c2C)cc1	-1%	1.0%[50 µM]	-0.5	63
Cc1ccc(NC(=O)CSCC(=O)N2CCN(c3cccc(C(F)(F)F)c3)CC2)cc1	-3%	-0.8%[50 µM]	1.8	92
CC1C(=O)N2CCCc3cc(S(=O)(=O)N4CCN(c5cccc(Cl)c5)CC4)cc1c32 (configuration not stated)	-12%	0.3%[50 µM]	4.2	52
CCC(CO)Oc1cc(NCc2ccc(O)cc2)c2ncn(C(C)C)c2c1 (configuration not stated)	-2%	0.5%	-2.2	75
C/C(=C\C(=O)c1ccc(C)cc1)NCc1ccc(F)cc1	-2%	3.7%	-1.3	64
COc1ccc(S(=O)(=O)Nc2cccc(S(=O)(=O)N3CCCCC3)c2)cc1	9%	-1.7%	-1.7	66
Cc1ccc(S(=O)(=O)NC(CC(C)C)C(=O)NCC(C)(C)N2CCOCC2)cc1 (configuration not stated)	-1%	0.3%[50 µM]	0.9	56
CSCCC(NS(=O)(=O)c1ccccc1F)C(=O)NNC(=O)c1csc(N2CCOCC2)n1 (configuration not stated)	-6%	0.1%[50 µM]	-0.8	43
CN(CC(=O)Nc1ccccc1Cl)C(=O)c1ccc(-c2cccc(C(F)(F)F)c2)o1	0%	1.3%	5.3	60
CCOC(=O)c1c[nH]c(=S)n(-c2ccccc2)c1=O	-1%	-0.5%	-0.4	88
O=C(Cn1cnc2c(NCc3ccccc3)ncnc21)NCCN1CCOCC1	-5%	0.9%	-0.3	50

Structural class: those above with an aryl thioether with sulfur outside any ring.
SMILES	NS5 inhibitors	K1F lysis inhibition	NTR1 agonist	NTR1 agonist cell count 20 µM	others
CN(C(=O)CSc1nc2ccccc2c(=O)n1-c1ccc(F)cc1F)C1CCS(=O)(=O)C1 (configuration not stated)	2%	0.1%	3.4	58
CCN(CC)C(CNC(=O)CSc1nnnn1-c1ccc(C)c(C)c1)c1ccco1 (configuration not stated)	1%	0.8%[50 µM]	4.7	75
CSc1sc(C(=O)NN)c2c1C(O)CCC2 (configuration not stated)	-1%	0.3%	-1.1	102
CCOc1ccccc1NC(=O)CSc1nnc(Cc2ccc(OC)cc2)c(=O)n1N	1%	0.1%	6.8	67
O=C(CSc1nc2ccccc2c(=O)n1-c1ccccc1F)NC1CCS(=O)(=O)C1 (configuration not stated)	-6%	0.4%	-1.0	50
Cc1ccc(NC(=O)CSc2nc3ccccc3c(=O)[nH]2)cc1[N+](=O)[O-]	4%	-2.7%	4.1	47
